LmPK inhibitor: LmPK (Leishmania mexicana) enzyme inhibition | Q27686 | purified LmPK, Kinase-Glo ATP luminescence, 1 h | Potency, µM (top dose mostly 57.5 µM), inactives show at the top dose activity change, negative = inhibition, hits mostly inhibitors | hit rate 0.37% among 290,000; also: potency is read from the fitted curve at half-maximal effect; % is scaled to controls: 0 for no effect and ±100 for the full control effect
Target sequence (Q27686 whole entry, looked up): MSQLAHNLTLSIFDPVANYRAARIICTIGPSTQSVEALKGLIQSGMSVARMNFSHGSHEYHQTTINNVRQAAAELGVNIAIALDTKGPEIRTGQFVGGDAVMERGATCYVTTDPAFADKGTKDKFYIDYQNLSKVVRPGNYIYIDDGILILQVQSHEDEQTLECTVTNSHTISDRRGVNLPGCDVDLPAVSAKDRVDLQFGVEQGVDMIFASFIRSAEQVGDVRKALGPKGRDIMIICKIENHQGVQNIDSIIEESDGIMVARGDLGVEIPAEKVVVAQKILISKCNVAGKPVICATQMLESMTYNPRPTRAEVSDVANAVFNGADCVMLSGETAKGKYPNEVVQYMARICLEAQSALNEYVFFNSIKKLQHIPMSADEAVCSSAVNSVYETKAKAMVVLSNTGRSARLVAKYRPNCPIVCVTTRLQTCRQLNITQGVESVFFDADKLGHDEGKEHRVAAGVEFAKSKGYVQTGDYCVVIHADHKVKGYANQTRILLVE
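Kinase-Glo luminescence read after 1 h RT reaction of 0.1 nM LmPK with 0.5 mM PEP and 0.1 mM ADP. Activity scaled between uninhibited and enzyme-free controls.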
TbPYK inhibitor: inhibitors of Trypanosoma brucei pyruvate kinase | TbPYK enzyme, Kinase-Glo Plus ATP luminescence, 45 min | hit rate 0.12% among 410,000 | Q57TT1 | Potency, µM (doses to about 76.8 µM), for inactives: top-dose activity, negative = inhibition, most hits filed as inhibitors; also: potency is read from the fitted curve at half-maximal effect; % is scaled to controls: 0 for no effect and ±100 for the full control effect; nearly all actives have a fitted effect of over 50% in size
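Assay buffer: 50 mM TEA pH 7.2, 100 mM KCl, 10 mM MgCl2, 0.05% BSA, 0.01% Tween-20. Pyruvate kinase from T. brucei plus substrate met compound, then ADP (130 uM final). Luminescence was read post 45 min RT.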
Pf growth 96h: P. falciparum growth inhibition at 96 hours; P. falciparum luciferase reporter growth, 96 h; Potency, µM (titrated, usually from 28.7 µM), for the others: at the top dose activity change, negative = inhibition, actives largely listed as inhibitors; hit rate 6.9% among 320,000; also: potency is read from the fitted curve at half-maximal effect; % is scaled to controls: 0 for no effect and ±100 for the full control effect
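Readout is luminescence from an integrated firefly luciferase in P. falciparum. Red cells, 2% hematocrit and 0.05% parasitemia final, were cultured with compound through two parasite generations (96 hours) at 37 C, 5% CO2.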
HCV inhibitor: HCV inhibition | Potency, µM (titrated, usually from 41.8 µM), without a hit: at the highest dose activity change, negative = inhibition, hits mostly inhibitors | Huh7.5.1 HCVcc-Cre infection, luciferase reporter, 44 h | AID 651820 | hit rate 3.4% among 340,000; also: potency is read from the fitted curve at half-maximal effect; % is scaled to controls: 0 for no effect and ±100 for the full control effect
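Cells seeded at 1,000/well and cultured 4 h, then compounds added followed by HCVcc-Cre virus (~0.5 moi). After 44 h further culture, luciferase substrate was added, plates held 15 min at room temperature, and luminescence read for 15 sec.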
Cycloheximide cs: counter-screen hit for Shiga toxin inhibitors, cycloheximide; AID 2314; hit rate 12% among 300,000; cell reporter, cycloheximide protein synthesis inhibition counterscreen; max response, %; in the data active = max response mostly above about 13%, no sharp cut-off; inactive = mostly below about 14%; also: read at 38.3 µM for the half of the compounds with a filed dose; 0% is about no effect
Pf growth 48h: inhibits P. falciparum growth in the first generation, 48 h | P. falciparum luciferase growth in erythrocytes, 48 h | Potency, µM (titrated, usually from 28.7 µM), for the others: at the highest dose activity change, negative = inhibition, usual class: inhibitors | hit rate 5.9% among 310,000; also: potency is read from the fitted curve at half-maximal effect; % is scaled to controls: 0 for no effect and ±100 for the full control effect
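Read-out is firefly luciferase luminescence from an integrated reporter in P. falciparum, so falling signal marks reduced parasite growth. Infected erythrocytes were at 2% hematocrit and 0.1% parasitemia (final) in Albumax-supplemented RPMI 1640.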
Shiga inhibitor: inhibitors of Shiga toxin in Vero cells | hit rate 9.2% among 290,000 | AID 2315 | Vero cells, Shiga toxin protein synthesis inhibition reporter | inhibition, % at 38.7 µM; in the data active = inhibition mostly above about 28%, no sharp cut-off; inactive = mostly below about 43%; also: 0% is about no effect
Active calls of the source: *; ? = inconclusive; . = not tested or not shown; & = joins results of further samples; [ ] = another dose, or the depositor's remark. Unless noted, calls follow the shape of the dose curve; as a rule, active = well fitted curve in the direction sought with a large enough effect; inconclusive = small, poorly fitted or top-dose-only effect, or another doubt; inactive = no such curve, though single readings can be large; an effect the other way counts as inactive or inconclusive. Compounds as they come; any-hit rate near 24%.

SMILES	LmPK inhibitor	TbPYK inhibitor	Pf growth 96h	HCV inhibitor	Cycloheximide cs	Pf growth 48h	Shiga inhibitor
CC(C)(C)c1ccc(C(=O)OCC(=O)NC2CC2)cc1	.	-5.0%	?	-12.1%	.	9.28µM*	.
CC1CN(C(=O)COC(=O)c2ccc(C#N)cc2)CC(C)O1 (stereo unspecified)	-1.7%	1.0%	11.4%	8.5%	-7.7	12.9%	4.3
CCCC(=O)NCCc1cc2cc(C)c(C)cc2[nH]c1=O	6.8%	-0.1%	?	-1.6%&-0.5%	1.5	6.5%	-1.3
O=C(N/N=C/c1ccccn1)c1c[nH]c2ccccc12	-4.3%	2.4%	?	-2.1%	48.8*	37.1%[activator]	64.9*
Cc1[nH]c2ccccc2c1C(=O)C(=O)N(C)C1CCCCC1	0.9%	7.2%	2.62µM*	2.3%	1.6	2.62µM*	10.8
O=C(NC1CCCC1)C1CCN(S(=O)(=O)c2ccccc2)CC1	0.5%	0.6%	2.2%	0.0%	-3.8	?	-2.6
CCSc1nc(N2CCOCC2)c2c(c1C#N)CC(C)(C)N(C)C2	-0.5%	1.8%	5.22µM*	-4.5%	-8.2	.	-6.1
COc1ccc(OC)c(NC(=O)N2CCCC(CNS(=O)(=O)c3cccs3)C2)c1 (stereo unspecified)	2.3%	-7.0%	-6.3%	-4.8%	11.2	?	18.4
COCC(=O)N1CCN(c2ccc([N+](=O)[O-])cc2)CC1	-6.2%	-5.4%	9.6%	-17.4%	-2.8	10.9%	-3.8
O=C(COc1ccccc1Cl)N1CCN(C(=O)c2ccco2)CC1	0.8%	-1.9%	18.0%	1.7%	1.5	9.9%	-7.0
O=C(CCl)NC1CCCc2ccccc21 (stereo unspecified)	-3.3%	-1.5%	48.2%[activator]	13.4%	-1.0	11.7µM*	-13.1
N#CC1=C(N)Oc2nc[nH]c(=O)c2C1c1cccs1 (stereo unspecified)	1.0%	2.1%	15.3%	13.5%	10.1	2.5%	-13.8
CC1=C(C(=O)OCc2ccccc2)C(/C=C/c2ccccc2)N2C(=O)CCSC2=N1 (stereo unspecified)	-0.2%	3.5%	?	?	-3.2	?	1.4
O=C1C(=O)N(Cc2cccnc2)C(c2ccccn2)/C1=C(/O)c1ccc(Br)cc1 (stereo unspecified)	1.2%	-0.6%	0.0%	20.1%	-1.7	11.5%	20.7
O=C(CN(c1cc(C(F)(F)F)ccc1Cl)S(=O)(=O)c1ccccc1)NCc1cccnc1	-0.3%	-7.2%	?	-8.6%	-4.7	-14.0%	-32.0
C=CCOc1ccccc1CN(CCc1ccccc1)C(=O)c1cccc(S(C)(=O)=O)c1	7.7%	0.0%	?	-3.3%	-0.5	?	-2.8
CCOCCCNc1nc2c(c(=O)[nH]c(=O)n2C)n1CCCc1ccccc1	0.3%	-4.1%	2.5%	-1.0%	-3.0	-12.2%	-7.0
CCc1ccc(-c2nc(CS(=O)CC(=O)NCCCN3CCC(C)CC3)c(C)o2)cc1 (stereo unspecified)	-3.8%	3.4%	4.6%	?	19.1*	?	19.1
CC(c1nnc(SCC(=O)NC(=O)NCc2ccco2)n1-c1ccc(Cl)cc1)N(C)C (stereo unspecified)	5.0%	-11.8%	4.8%	-28.9%	-0.8	-6.4%	-7.6
COc1ccc(NC(=O)CN(C)C(=O)c2cnc(Cl)c(Cl)c2)cc1	1.1%	0.0%	18.4%	-6.9%	-5.5	13.1%	-5.5
Cc1ccc2oc(=O)c(/C=C(\O)c3sc(C)nc3C)nc2c1	0.2%	8.9%	10.4µM*	10.7%&-13.7%	-2.6	?	-12.0
CN1C(=O)N(C)c2ccc(C=O)c3cccc1c23	-1.1%	-2.6%	?	-10.6%	5.9	1.3%[5.75 µM]	6.5
NS(=O)(=O)c1ccc(NC(=O)c2ccc(-c3ccccc3)cc2)cc1	-1.8%	-1.3%	?	10.0%	-1.7	-3.2%	-8.5
O=S(=O)(c1ccccc1)N1CCN(S(=O)(=O)c2ccc(F)cc2)CC1	5.9%	0.9%	10.4µM*	10.2%	-1.0	34.8%[activator]	.
CCC(=O)Nc1cccc(C2=NOC3(C2)C[C@H](C(N)=O)N(C(=O)CC#N)C3)c1 (stereo partly specified)	-7.8%	3.0%	62.9%[activator]	-4.5%	-2.7	57.3%[activator]	-9.9
Further results
SMILES	LmPK inhibitor	TbPYK inhibitor	Pf growth 96h	HCV inhibitor	Cycloheximide cs	Pf growth 48h	Shiga inhibitor
O=S(=O)(c1ccccc1)N1CCN=C1SCc1cccnc1	-6.4%	-6.4%	14.0%	11.2%	-1.8	28.6%	16.4
O=C(NCCN1CCOCC1)c1ccc2c(c1)N(Cc1ccccc1F)C(=O)c1ccccc1S2(=O)=O	-1.0%	-3.2%	3.0%	-7.3%	6.4	0.0%	-10.5
O=C(Nc1ccon1)c1ccc2c(c1)OCO2	-7.9%	-8.1%	.	11.3%	42.7*	82.0%[activator]	31.1*
COC(=O)c1ccccc1NC(=O)c1ccco1	-6.4%	-0.8%	-11.4%	?	-0.6	15.1%	-5.0
CCC(C)NC(=O)c1ccc(NC(=O)C2=C(C)OCCS2)cc1 (stereo unspecified)	-3.2%	-2.8%	16.6%	-12.9%	14.6	11.3%	9.0
CCc1nnc(NC(=O)CSc2nc(C)c3c(c2C#N)CCCC3)s1	1.3%	-8.3%	-8.7%	11.2µM*	64.3*	81.5%[activator]	56.2*
COc1ccc(Oc2ncccc2[N+](=O)[O-])cc1	1.7%	-2.0%	11.7µM*	-9.3%	8.1	?	38.1
CC1=NN(c2ccccc2)C(=O)/C1=C/N(C)C	-10.4%	12.6%	3.5%	11.5%	-1.5	2.3%	2.7
Cc1c([N+](=O)[O-])c([N+](=O)[O-])nn1CC(=O)N1CCOCC1	-3.8%	2.0%	?	24.4%	-5.5	-0.7%	19.1
Cn1c(SCC(=O)NC2CC2)nnc1-c1cccs1	-12.2%	-1.7%	4.2%	9.0%	62.3*	235.1%[activator]	75.1*
O=C(Nc1ccc(F)cc1)c1ccccc1F	-15.6%	-5.8%	96.9%[activator]	10.1%	41.8*	108.7%[activator]	114.0*
COC(=O)CC(NC(=O)c1ccco1)c1cccc2ccccc12 (stereo unspecified)	1.3%	-6.4%	.	-10.5%	9.3	0.4%	-1.1
CC(=O)Nc1ccc(C)cc1NC(C)=O	-4.8%	-4.3%	.	0.2%	6.7	-12.9%	-2.6
Cc1ccc2nc3n(c(=O)c2c1)-c1ccccc1C(=O)NC3Cc1ccccc1 (stereo unspecified)	.	.	6.2%	4.7%	.	26.9%	.
O=C(O)c1ccccc1SCC(=O)N1c2ccccc2Sc2ccccc21	-1.1%	0.4%	-2.4%	29.4%	4.8	7.6%	10.6
COCC(C)n1c(SCC(=O)N2CC(=O)Nc3ccccc32)nc2ccccc2c1=O (stereo unspecified)	.	-0.7%	?	7.0%	.	13.1µM*	.
CCN1CCN(C(=O)N(c2ccccc2)c2ccccc2)CC1	-4.5%	-4.9%	3.6%	8.6%	-2.0	14.7%	0.9
C=CCn1c(Cc2cccs2)nnc1SCC(=O)Nc1cccc(OC)c1	0.3%	6.9%	2.6%	-9.9%	-2.8	14.1%	19.8
COc1ccc(CCn2c(=O)c3cccnc3n(Cc3cccc([N+](=O)[O-])c3)c2=O)cc1OC	1.0%	12.8%	?	2.6%	6.4	17.2%	-6.9
CC1CCN(CCCCOc2ccccc2-c2ccccc2)CC1	-9.3%	8.7%	81.8%	?	-4.0	10.4µM*	7.7
CS(=O)(=O)N1CCN(C(=O)NC2CCCCC2)CC1	-11.9%	0.9%	?	6.2%	-2.7	8.1%	-8.7
Cc1[nH]cnc1CN1CCc2c(c3ccccc3n2C)C1=O	.	2.9%&2.0%	-25.8%	9.8%	.	-9.1%	.
Cc1ccccc1S(=O)(=O)c1c(C)cc(C)n(C)c1=O	-0.2%	-13.4%	?	3.0%	7.1	?	15.2
COc1cc2c(cc1OC)C(C)N(CCN1C(=O)c3ccccc3C1=O)CC2 (stereo unspecified)	-6.3%	1.9%	24.5%	-2.0%	-5.0	34.2%[activator]	3.7
COc1ccccc1N1CCN(/N=C\c2ccccc2)CC1	20.8%	4.8%	?	2.4%	56.6*	45.0%[activator]	.

A portion from the list above:
SMILES	LmPK inhibitor	TbPYK inhibitor	Pf growth 96h	HCV inhibitor	Cycloheximide cs	Pf growth 48h	Shiga inhibitor
Cc1ccc2nc3n(c(=O)c2c1)-c1ccccc1C(=O)NC3Cc1ccccc1 (stereo unspecified)	.	.	6.2%	4.7%	.	26.9%	.
O=C(O)c1ccccc1SCC(=O)N1c2ccccc2Sc2ccccc21	-1.1%	0.4%	-2.4%	29.4%	4.8	7.6%	10.6
COCC(C)n1c(SCC(=O)N2CC(=O)Nc3ccccc32)nc2ccccc2c1=O (stereo unspecified)	.	-0.7%	?	7.0%	.	13.1µM*	.
CCN1CCN(C(=O)N(c2ccccc2)c2ccccc2)CC1	-4.5%	-4.9%	3.6%	8.6%	-2.0	14.7%	0.9

(list continues)
SMILES	LmPK inhibitor	TbPYK inhibitor	Pf growth 96h	HCV inhibitor	Cycloheximide cs	Pf growth 48h	Shiga inhibitor
CCCc1nnc(SCC(=O)Nc2cccc(C(F)(F)F)c2)o1	2.8%	-0.1%	13.1%	-3.3%	-6.1	27.8%	3.0
COc1ccc(NC(=O)CN(C)C(=O)C(C)N2C(=O)c3ccccc3C2=O)cc1 (stereo unspecified)	.	12.0%	10.8%	36.1%[activator]	.	-2.1%	.
Cn1cnc2c(NCc3ccco3)ncnc21	-0.1%	-4.4%	?	12.0%	-0.7	?	9.6
COc1ccc(CCNC(=O)c2cc3c(=O)n(C)c4ccccc4c3n2C)cc1OC	-0.6%	-4.1%	?	19.5%	-2.5	?	-5.0
COc1ccc(OCCn2cnc(Cl)c2Cl)cc1	4.1%	-4.1%	-0.5%	0.2%	14.5	-10.6%	44.3
COc1cc(C(c2sc3nc(C)nn3c2O)N2CCOCC2)cc(OC)c1OC (stereo unspecified)	5.0%	0.1%	-9.2%	-4.2%	-1.4	2.1%	-2.5
O=C(N/N=C\c1cn[nH]c1-c1ccccc1)c1ccc([N+](=O)[O-])cc1	2.8%	-2.9%	-5.7%	-16.5%	6.3	19.8%	-2.8
O=C(NS(=O)(=O)Oc1ccccc1F)OC[C@@H]1CCCN2CCCCC12 (stereo partly specified)	5.9%	0.0%	87.2%[activator]	-8.5%	-4.8	-4.9%	-8.1
COc1ccc(N2CCN(C(=O)c3c(Cl)cnn3C)CC2)cc1	-1.3%	2.4%	5.9%	.	-3.1	33.0%[activator]	-3.5
Cc1cc(NC(=O)CSc2nnc3ccccn23)no1	-1.0%	-7.4%	?	11.3%	-1.7	9.4%	-10.5
O=C(CN1C(=O)c2ccccc2S1(=O)=O)c1ccc(OC(F)F)cc1	-1.4%	6.0%	-17.9%	7.0%	-4.9	-4.4%	-15.4
O=C(COc1ccccc1)N1CCc2ccccc21	-28.9%	2.5%	3.9%	-6.7%	31.1*	90.7%[activator]	75.9*
COc1ccc(/C=N/NC2=NCCCCC2)c(OC)c1	1.3%	-8.5%	0.1%	20.1%	8.4	26.0%	38.6
COc1ccccc1/C(C)=N/NC(=S)NCc1ccccc1	0.3%	0.6%	?	?	-2.2	0.0%	-4.3

Screening data from PubChem BioAssay.
